# IMP-1 inh – inhibitors of Pseudomonas aeruginosa IMP-1 metallo-beta-lactamase | purified IMP-1, nitrocefin hydrolysis, epi-absorbance fluorescence | inhibition, % at 5.6 µM | 290,000 tested, 0.45% active | AID 1556;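 active = inhibition above the mean plus 3 SD of all compounds in the same screening run, cut at about 4.5% in these data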;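 also: 0% = IMP-1 with DMSO and 100% = DMSO wells lacking enzyme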
#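 Material – recombinant IMP-1 enzyme, purified · Amount – IMP-1 0.2 nM before substrate addition · Medium – HEPES buffer pH 7.1 with ZnSO4 and Brij 35 · Timing – 25 °C, 15 min preincubation, 25 min reaction · Measured by – plate fluorescence quenching by hydrolysis product, ex 480/em 530 nm · Read-out – percent enzyme inhibition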
# PfM18AAP inh – PfM18AAP enzyme inhibition | recombinant PfM18AAP, H-Glu-NHMec fluorogenic cleavage | inhibition, % at 7.35 µM | 290,000 tested, 1.2% active | AID 1822;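 active = inhibition above the campaign mean inhibition over all tested compounds plus 3 SD, cut at about 28% in these data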;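 also: 0% = plate median of test compound wells and 100% = 2 mM ZnCl2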
# IDE act – activators of human insulin-degrading enzyme in cells. P14735. HEK cells, FAbeta-B cleavage, fluorescence polarization; 0% vehicle, 100% cell-free pure enzyme wells. activation, % at 5.96 µM. 340,000 tested, 0.073% active;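 active = activation above the mean of all tested compounds plus 3 SD, set per screening campaign, cut at about 17% in these data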
# PHOSPHO1 inh – blocks human PHOSPHO1 phosphatase activity; Q8TCT1; recombinant PHOSPHO1, absorbance phosphatase assay; inhibition, % at 13.3 µM; 290,000 tested, 1.1% active; AID 1565; in the data active = inhibition above about 60%
# Target sequence (Q8TCT1 whole entry, looked up): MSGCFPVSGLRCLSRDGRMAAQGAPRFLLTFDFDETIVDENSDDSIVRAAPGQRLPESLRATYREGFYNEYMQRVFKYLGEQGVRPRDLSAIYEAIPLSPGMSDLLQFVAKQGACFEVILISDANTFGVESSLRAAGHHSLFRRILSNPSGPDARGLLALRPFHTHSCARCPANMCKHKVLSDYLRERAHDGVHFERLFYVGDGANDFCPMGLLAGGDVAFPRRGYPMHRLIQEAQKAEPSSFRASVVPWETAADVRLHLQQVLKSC
# pCIP destab – lowers stability of the mouse p/CIP coactivator protein; decrease of EGFP signal, % at 10 µM; F442A p/CIP-EGFP cells, EGFP fluorescence, 16 h; 290,000 tested, 0.01% active; Q05BA5;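 active = EGFP signal decrease of at least 30% at 10 µM or well 3 SD below plate mean, unless failing retest; inactive = the rest, including hits failing retest or dose response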; also: some compounds called inactive have numbers as strong as hits; many of its hits are not listed in these tables
# IDE cell inh – inhibitors of human insulin-degrading enzyme in cells; P14735; HEK cells, FAbetaB cleavage, fluorescence polarization; inhibition, % at 5.59 µM; 320,000 tested, 0.41% active; AID 434962;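 active = percent inhibition above the average of all tested compounds plus 3 SD, set per screening campaign, cut at about 16% in these data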;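 also: IDE supplied by intact live HEK cells; FP after avidin binding of uncleaved biotin substrate so inhibition keeps polarization high; 0% = DMSO wells and 100% = 60 µM reference IDE inhibitor Ii1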
# GPR7 antag – blocks human GPR7 receptor signaling | P48145 | GPR7-expressing cells, fluorescence antagonist assay | inhibition, % at 4.4 µM | 290,000 tested, 1.1% active | AID 1861; in the data active = inhibition above about 16%, passing the limit was not always enough;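 also: cells stimulated with the agonist NPW; 0% = agonist with vehicle and 100% = vehicle without agonist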
# Target sequence (P48145 whole entry, looked up): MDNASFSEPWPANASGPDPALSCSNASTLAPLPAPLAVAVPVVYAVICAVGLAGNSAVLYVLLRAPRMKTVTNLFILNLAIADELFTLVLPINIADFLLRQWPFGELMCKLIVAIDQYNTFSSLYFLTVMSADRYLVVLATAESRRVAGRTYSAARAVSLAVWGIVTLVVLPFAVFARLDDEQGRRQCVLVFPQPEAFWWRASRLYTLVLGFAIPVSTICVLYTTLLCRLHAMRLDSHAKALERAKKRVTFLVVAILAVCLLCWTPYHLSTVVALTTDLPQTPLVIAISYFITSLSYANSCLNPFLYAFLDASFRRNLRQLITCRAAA
# NALP1 yeast inh – inhibitors of NALP1 inflammasome in yeast; S. cerevisiae NALP1/ASC/caspase-1 growth, X-gal OD620, 72 h; inhibition, % at 10 µM; 280,000 tested, 0.61% active; in the data active = inhibition mostly above about 24%, no sharp cut-off; inactive = mostly below about 32%; also: some compounds called inactive have numbers as strong as hits
# VIM-2 inhibitor – blocks Pseudomonas aeruginosa VIM-2 metallo-beta-lactamase. purified VIM-2, nitrocefin hydrolysis, epi-absorbance fluorescence. inhibition, % at 5.6 µM. 290,000 tested, 0.89% active. AID 1527;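 active = inhibition above the mean of all tested compounds plus 3 SD, cutoff set per screening run, cut at about 7.5% in these data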;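 also: red hydrolysis product quenches plate fluorescence so inhibitors raise well fluorescence; 0% = enzyme with DMSO and 100% = DMSO without enzyme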
# Numbers without * were called inactive; · = no result given.
SMILES,IMP-1 inh,PfM18AAP inh,IDE act,PHOSPHO1 inh,pCIP destab,IDE cell inh,GPR7 antag,NALP1 yeast inh,VIM-2 inhibitor
CC(=O)Nc1ccc(S(=O)(=O)NC2=C(N3CCN(c4ccc(F)cc4)CC3)C(=O)c3ccccc3C2=O)cc1,0.1,5,7,28,-5,-6,0,15,4.4
COc1ccc(N=NC2=C(O)CC(C)(C)CC2=O)cc1,-3.1,5,3,15,-11,-3,-1,-12,-0.3
O=C(NCc1ccncc1)C(=O)Nc1nccs1,-3.5,-12,7,27,-4,-10,4,·,-3.0
NC(=O)C1CCN(CC(=O)Nc2ccccc2Sc2ccccc2)CC1,-2.1,-10,-6,-11,-6,5,-1,4,-0.7
Cc1cnnc2ccc3c(no[n+]3[O-])c12,-2.8,-3,2,18,-4,1,-10,-8,-1.5
CCC1(c2ccccc2)NC(=O)N(CC(=O)Nc2ccc(OC)nc2)C1=O (stereo unspecified),0.1,-15,2,28,-14,-6,6,19,2.2
CN(CC(=O)NCCCN1CCOCC1)S(=O)(=O)c1ccc(Br)cc1,-2.5,-1,5,20,-4,-3,-15,20,-2.2
CCCCNC(=O)CSc1nnc(-c2ccco2)n1C,-3.6,1,3,5,-9,5,-10,11,-4.0
C=CCn1c(N2CCCCCC2)nc2c1c(=O)[nH]c(=O)n2C,-2.2,0,0,0,-13,4,-12,42,2.4
O=C(Cc1cc(=O)[nH]c(=O)[nH]1)NCc1ccc(Cl)cc1,1.2,-2,4,-16,2,1,-7,21,-1.2
CNS(=O)(=O)c1cc(-c2nnc(Nc3ccc(NC(C)=O)cc3)c3ccccc23)ccc1C,-0.2,4,3,48,8,-2,15,9,1.4
CN(C(=O)c1ccc(COc2ccccc2Br)o1)c1ccccc1,-2.6,7,0,-1,-5,0,-11,12,-3.6
Fc1cccc(-c2nn[nH]n2)c1,-4.5,-1,5,9,-3,9,0,4,-2.7
O=C(NCc1ccco1)/C(=C\c1ccco1)NC(=O)c1ccccc1Cl,-2.8,7,0,39,-16,-2,-6,0,-3.4
O=C(c1ccccc1)N1CCCC(C(=O)N2CCc3ccccc3C2)C1 (stereo unspecified),-1.4,-5,-2,7,1,13,-3,1,-5.7
CCN(CC(=O)NC(c1ccccc1)c1ccccc1)Cc1nc2ccccc2c(=O)[nH]1,-1.9,-4,1,2,-2,-3,6,-5,-3.2
CN(C)C(=O)CNc1n[nH]c(=S)[nH]c1=O,-3.6,16,6,36,-8,3,-8,-2,-1.4
Cc1ccc(Cl)cc1S(=O)(=O)N1CCC(C(=O)NC2CCN(Cc3ccccc3)CC2)CC1,-2.0,-5,-1,24,-8,2,3,25,-1.1
Cc1ccoc1C(=O)Nc1cccc(Oc2ccccc2)c1,-1.8,-3,7,5,-7,3,-17,-11,-3.0
CC(C)n1c(-c2ccccc2F)n[nH]c1=S,5.0*,6,0,-109,-5,2,2,6,6.1
CN(CC(=O)Nc1ccccc1C(F)(F)F)C(=O)Cc1ccccc1F,-1.3,-8,6,19,-18,-6,-11,19,0.7
CCOc1ccc(N(CC(=O)NCc2ccc(F)cc2)C(=O)c2snc(C(N)=O)c2N)cc1,-1.5,-6,-4,16,-6,-6,1,12,0.2
CSc1ccc(NC(=O)Nc2cc(C)ccn2)cc1,-2.6,1,2,-10,5,0,-4,25,-0.9
O=C1CCCC2=C1C(c1cccc(O)c1)C1=C(N2)c2ccccc2C1=O (stereo unspecified),-4.3,0,1,48,7,-2,-1,14,-5.0
CN(C)CCCNc1nc(N)c([N+](=O)[O-])c(NCCO)n1,-2.8,3,1,-17,-5,-5,-13,-2,-0.9

# Later entries.
SMILES,IMP-1 inh,PfM18AAP inh,IDE act,PHOSPHO1 inh,pCIP destab,IDE cell inh,GPR7 antag,NALP1 yeast inh,VIM-2 inhibitor
CC(NC(=O)c1ccc2ccccc2n1)c1ccccc1 (stereo unspecified),-3.9,-2,6,9,-6,2,4,-13,-1.7
CN1CCN(CCCc2c3c(cc4c2CCC4)CCC3)CC1,-0.5,14,5,1,-4,3,-2,27,-0.3
Cc1cc2oc(C(=O)NC3CCS(=O)(=O)C3)c(C)c2cc1C (stereo unspecified),0.2,-3,1,-28,-2,-1,10,-6,2.5
N=C1C(c2nc3ccccc3[nH]2)=C(O)CN1NC(=O)COc1cccc(F)c1,-0.2,6,·,-4,-2,-3,-6,14,-6.1
Cc1cc(C)c(Cn2c3ccccc3c3cnn(CC(=O)NCCN4CCOCC4)c(=O)c32)c(C)c1,-0.8,-2,6,34,-2,-3,-1,14,-3.2
C=CCn1c(-c2ccccc2OCC)n[nH]c1=S,-3.8,17,-4,-31,4,-7,2,-28,25*
O=C(NCc1ccc(F)cc1)c1cc(-c2ccco2)on1,-3.2,-1,-3,7,-2,3,3,48,-1.4
O=C(c1cnccn1)N(Cc1ccco1)C1(C(=O)NC2CCCCC2)CCCCC1,-4.1,-6,5,2,-7,-6,31*,1,-4.4
CC(C(=O)NCc1ccccc1)N1CCN(c2ccc(F)cc2)CC1 (stereo unspecified),-2.3,6,-3,33,5,1,-4,-6,-4.7
Cc1nn(Cc2ccccc2Cl)c(C)c1NC(=O)C1C2CCC(O2)C1C(=O)O (stereo unspecified),-4.7,3,-3,-31,-5,·,5,-2,-2.7
c1ccc(-c2noc(-c3ccno3)n2)nc1,-1.4,1,-5,32,0,-1,-4,3,-2.2
O=C(c1ccccc1)c1nn(-c2ccc(Cl)cc2)c(=O)cc1C(F)(F)F,-0.8,13,4,-1,-16,-2,-10,2,-2.8
COC(=O)[C@H]1Cc2cnoc2C[C@]1(C)C(=O)O,-3.7,3,2,-3,-15,7,-13,31,-4.4
Cc1ccc(NC(=O)CN2C(=O)NC3(CCc4ccccc43)C2=O)cc1Cl (stereo unspecified),-2.0,-5,-1,3,-18,-2,-4,10,-2.9
CC(C)C[C@H](NC(=O)OC(C)(C)C)C(=O)N[C@@H](CO)[C@H](O)[C@@H]1C[C@@H]1C(=O)NC1CCCCC1,-3.2,4,-5,10,9,8,-5,15,-0.7
Cc1nnc2n1NC(c1ccc(Cl)cc1)C(C(=O)N1CCC(C)CC1)S2 (stereo unspecified),-3.6,5,5,1,-7,-8,-8,-9,-1.7
COC(=O)/C=C1\N/C(=N\c2nc(C)cc(C)n2)N(c2ccc(Cl)cc2)C1=O,-1.4,-9,·,25,-10,-1,-19,4,-0.5
CCOCCCNC(=O)/C(C#N)=C/c1ccccc1F,-2.9,3,2,-16,11,8,-13,2,-2.0
O=C(OCc1ccccc1)c1cnc(Cl)c(Cl)c1,-2.4,-2,1,31,-4,1,6,8,-2.4
COc1cccc(CN(C)C(=O)c2ccc(N3CCCC3)c([N+](=O)[O-])c2)c1,-4.8,16,8,42,-12,4,-9,3,-3.0
O=C(N=C1SC2CS(=O)(=O)CC2N1c1cccc(F)c1)C1CC1 (stereo unspecified),0.9,0,4,53,-4,-1,-13,35,-0.4
O=C(CN1C(=O)S/C(=C\c2ccc(O)cc2)C1=O)c1ccccc1,-1.1,-8,-4,9,6,2,-8,-3,-2.1
COC(=O)c1ccc(-c2csc(NC(=O)c3ccc(S(=O)(=O)N4CCc5ccccc5C4)cc3)n2)cc1,-3.4,-3,5,-2,-19,-4,-9,20,1.4
O=C(/C=C/c1ccccc1)c1ccccc1,0.3,20,5,8,6,0,-11,15,-2.2
Cc1ccc(C(=O)N/N=C2\CCCc3ccccc32)c(C)c1,-1.1,-7,-1,28,10,2,-13,-2,-1.9

# Going on with the list:
SMILES,IMP-1 inh,PfM18AAP inh,IDE act,PHOSPHO1 inh,pCIP destab,IDE cell inh,GPR7 antag,NALP1 yeast inh,VIM-2 inhibitor
CC(=O)OCC(OC(C)=O)C(OC(C)=O)C(OC(C)=O)C(=O)Nc1ccc(C)cc1C (stereo unspecified),-3.3,1,1,-2,-12,7,-9,-8,-3.8
Cc1ccc(-c2noc(Cn3nc(C(=O)O)c4ccccc4c3=O)n2)cc1,-3.9,0,3,45,11,0,-12,-3,-3.3
O=C(NCc1nc2ccccc2[nH]1)c1cccs1,-3.6,0,-5,16,-3,5,-9,·,0.9
Cn1cc(S(=O)(=O)N2CCC(C(N)=O)CC2)c(=O)n(C)c1=O,-0.9,-6,5,-4,-7,0,-15,16,-0.6
CCOC(=O)c1[nH]c2cc(OC)c(OC)cc2c1N,-1.9,10,0,-14,-8,2,-2,15,-1.6
Clc1ccc(CN2C3=NCCN3c3ccccc32)cc1,-1.1,0,3,-30,-3,6,14,15,-1.2
COCC(O)CNc1ccccc1 (stereo unspecified),-1.4,0,9,-4,2,-3,0,19,-3.0
Nc1nc(CN2CCN(c3ccccc3)CC2)nc(Nc2ccc(Cl)cc2)n1,-0.7,3,3,51,2,-7,-10,-12,-3.2
O=C(NCCOc1cccnc1)c1ccc(OC2CCN(Cc3ccccn3)CC2)cc1,-2.5,-10,-3,14,-12,-1,-8,19,0.4
COc1cccc(-c2noc(CCCC(=O)NC3CCCC3)n2)c1,-1.4,3,3,26,-8,-5,0,-3,-1.4
CCCOc1ccc(-c2c(C(=O)N/N=C/c3ccc(OC)cc3)nnn2-c2nonc2N)cc1,-1.3,3,-8,-13,4,12,-4,26,-3.7
CCc1ccc(NC(=S)N2CCNC(=O)C2CC(=O)OC)cc1 (stereo unspecified),-3.3,-1,4,37,-3,6,-1,3,-5.9
CC(=O)c1c(C)[nH]c(C(=O)CN2C(=O)NC(C)(CCC(C)C)C2=O)c1C (stereo unspecified),-1.5,-2,-1,24,12,-3,-11,11,-0.7
CCCC(=O)NC(c1cccs1)c1cc([N+](=O)[O-])c2cccnc2c1O (stereo unspecified),-3.6,-11,4,-6,0,0,-5,4,-1.7
Cc1cc(O)ccc1Nc1nc2ccccc2nc1Nc1ccc(O)cc1C,0.5,-6,6,97*,-10,1,-2,15,-0.4
COc1ccc(Cl)cc1NC(=O)CN1C(=O)CC(C)S(=O)(=O)c2ccccc21 (stereo unspecified),-3.5,11,-2,-2,11,-6,-4,-1,-2.7
O=C(N=Nc1c(O)[nH]c2ccccc12)c1ccc2c(c1)OCO2,-2.9,4,1,32,-9,-2,-13,0,-2.5
CCn1c(Cc2ccccc2)nnc1SCC(=O)OC(C)C,-3.9,1,-3,5,10,3,-12,15,-2.3
O=C(NNC(=O)c1ccc(Cl)c(Cl)c1)c1cccnc1,-3.3,-2,2,14,0,4,-13,6,-1.7
CCCCCC(=O)O/N=C(\C)c1ccn(S(=O)(=O)c2ccccc2)c1,-3.7,10,2,36,-8,2,-6,8,-3.9
Cn1nccc1/C=C(/C#N)S(=O)(=O)c1ccccc1,-2.5,-4,-2,19,1,11,-11,-3,-1.7
CCCN1CCC(=O)N([C@H](CN=[N+]=[N-])Cc2ccccc2)CC1,-4.2,2,-1,-2,-8,0,1,8,0.8
CCc1cc2cccc(C)c2nc1SCC(=O)N1CCN(C(=O)c2ccco2)CC1,-2.0,0,0,2,5,2,-8,14,1.1

# VIM-2 inhibitor: entries above that show a hit.
SMILES,IMP-1 inh,PfM18AAP inh,IDE act,PHOSPHO1 inh,pCIP destab,IDE cell inh,GPR7 antag,NALP1 yeast inh,VIM-2 inhibitor
C=CCn1c(-c2ccccc2OCC)n[nH]c1=S,-3.8,17,-4,-31,4,-7,2,-28,25*

# An unsorted share of the library; overall some 5.3% were active at least once.
